POLB inh = DNA polymerase beta (human) inhibition. P06746. Pol beta primer extension/strand displacement, fluorescence kinetic. Potency, µM (doses to about 114 µM), inactives show top-dose activity change, negative = inhibition, most hits filed as inhibitors. 340,000 tested, 1.3% active. AID 485314; also: % is scaled to controls: 0 for no effect and ±100 for the full control effect
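Enzyme-only controls used 10 nM Pol beta; buffer lacking enzyme served as negative control. Compound preincubated 15 min, then 50 nM substrate added; 0 and 10 min reads at room temperature.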
POLH inh = DNA polymerase eta (human) inhibition; Q9Y253; recombinant Pol eta, fluorescent DNA replication assay; Potency, µM (series often up to 114 µM), for inactives: top-dose activity change, negative = inhibition, hits mostly inhibitors; 390,000 tested, 1.2% active; AID 588591; also: % is scaled to controls: 0 for no effect and ±100 for the full control effect
Target sequence (Q9Y253 whole entry, looked up): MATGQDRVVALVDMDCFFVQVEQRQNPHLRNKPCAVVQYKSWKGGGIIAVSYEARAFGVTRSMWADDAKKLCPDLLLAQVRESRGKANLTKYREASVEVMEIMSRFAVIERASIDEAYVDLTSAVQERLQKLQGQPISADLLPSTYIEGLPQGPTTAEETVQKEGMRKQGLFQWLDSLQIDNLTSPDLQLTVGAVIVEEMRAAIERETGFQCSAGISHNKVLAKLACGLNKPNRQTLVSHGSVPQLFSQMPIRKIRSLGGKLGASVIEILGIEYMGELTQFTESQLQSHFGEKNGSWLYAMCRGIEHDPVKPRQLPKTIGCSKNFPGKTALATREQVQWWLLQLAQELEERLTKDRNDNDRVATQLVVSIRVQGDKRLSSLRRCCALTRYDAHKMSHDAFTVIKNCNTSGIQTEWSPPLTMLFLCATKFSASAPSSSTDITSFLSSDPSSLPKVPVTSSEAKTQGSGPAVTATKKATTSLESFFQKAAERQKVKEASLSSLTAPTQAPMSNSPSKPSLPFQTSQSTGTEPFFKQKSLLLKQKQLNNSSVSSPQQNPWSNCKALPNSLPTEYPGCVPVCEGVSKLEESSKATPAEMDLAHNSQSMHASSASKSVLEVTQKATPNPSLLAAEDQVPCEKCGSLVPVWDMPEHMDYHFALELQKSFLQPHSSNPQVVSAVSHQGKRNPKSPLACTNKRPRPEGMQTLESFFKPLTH
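Fluorescent replication assay: 50 nM final substrate added after a 15 min room-temperature compound preincubation with 10 nM enzyme. Signal taken at 0 min and again at 10 min.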
G9a block = blocks human histone lysine methyltransferase G9a. G9a H3K9 monomethylation, AlphaScreen, 2 h. Potency, µM (titrated, usually from 102 µM), inactives show at the highest dose activity, negative = inhibition, hits mostly inhibitors. 350,000 tested, 8.8% active. Q96KQ7; also: % is scaled to controls: 0 for no effect and ±100 for the full control effect; nearly all actives have a fitted effect of over 75% in size
Target sequence (Q96KQ7 913-1193 limits assumed): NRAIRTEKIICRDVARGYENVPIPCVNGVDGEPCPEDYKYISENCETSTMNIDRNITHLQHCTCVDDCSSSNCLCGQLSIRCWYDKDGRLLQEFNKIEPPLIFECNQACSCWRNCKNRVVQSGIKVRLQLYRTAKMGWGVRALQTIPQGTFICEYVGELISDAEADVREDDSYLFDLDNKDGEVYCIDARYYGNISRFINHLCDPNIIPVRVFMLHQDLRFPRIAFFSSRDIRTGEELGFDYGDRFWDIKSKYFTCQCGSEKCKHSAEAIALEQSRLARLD
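G9a (20 nM) preincubated 15 min RT with compounds, then 500 nM biotinylated H3K9 peptide and 20 uM SAM added; 2 h RT reaction. Monomethyl-H3K9 product detected by AlphaScreen with anti-H3K9me1 antibody, streptavidin donor and anti-rabbit IgG acceptor beads.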
JMJD2A Tudor = blocks the human JMJD2A Tudor domain; O75164; 390,000 tested, 4.4% active; Potency, µM (doses to about 114 µM), inactives show at the highest dose activity change, negative = inhibition, usual class: inhibitors; AlphaScreen JMJD2A-Tudor / H3K4me3 peptide binding; also: % is scaled to controls: 0 for no effect and ±100 for the full control effect; nearly all actives have a fitted effect of over 50% in size
APEX1 inh = inhibitors of human APE1 endonuclease; P27695; recombinant APE1, TAMRA/BHQ-2 abasic DNA cleavage fluorescence; Potency, µM (top dose mostly 65.8 µM), without a hit: at the top dose activity change, negative = inhibition, most hits filed as inhibitors; 350,000 tested, 0.35% active;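 also: plate controls were vehicle for no effect and reference inhibitor for full effect; nearly all actives have a fitted effect of over 55% in size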
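Step 1: APE1 (0.75 nM) with compound, 15 min RT. Step 2: add 50 nM fluorophore/quencher THF duplex. Step 3: three fluorescence reads 60 s apart (525/598 nm); read 3 minus read 1 = reaction progress.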
BAZ2B inh = BAZ2B (human) inhibition; Q9UIF8; AlphaScreen BAZ2B-H3K14Ac peptide displacement; Potency, µM (highest dose often 114 µM), for the others: at the highest dose activity change, negative = inhibition, actives largely listed as inhibitors; 360,000 tested, 4.4% active; also: % is scaled to controls: 0 for no effect and ±100 for the full control effect; nearly all actives have a fitted effect of over 60% in size
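BAZ2B 50 nM plus b-H3(5-23)K14Ac 50 nM, PBS pH 7.4/0.01% Tween-20, 30 min RT; compound added (max 110 uM), 30 min RT; streptavidin donor/Ni-chelate acceptor beads 10 ug/mL final, 20 min dark; AlphaScreen read.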
BLM helicase inh = blocks DNA unwinding by human BLM helicase | Potency, µM (doses to about 56.1 µM), for the others: at the top dose activity change, negative = inhibition, actives largely listed as inhibitors | recombinant BLM DNA unwinding, fluorescence dequenching | AID 2528 | P54132 | 350,000 tested, 0.2% active;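 also: plate controls were vehicle for no effect and no enzyme for full effect; nearly all actives have a fitted effect of over 35% in size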
Pol iota inh = inhibitors of human DNA polymerase iota; Q9UNA4; Pol iota fluorescent replication assay, 10 min; Potency, µM (top dose mostly 115 µM), without a hit: at the top dose activity, negative = inhibition, most hits filed as inhibitors; 390,000 tested, 1% active; AID 588590
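Pol iota at 10 nM preincubated 15 min with compounds at room temperature; reaction started with fluorescent substrate, 50 nM final. Fluorescence read kinetically at 0 and 10 min; buffer-only wells as negative control.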
Pol kappa inh = inhibitors of human DNA polymerase kappa. Potency, µM (titrated, usually from 107 µM), without a hit: at the top dose activity, negative = inhibition, hits mostly inhibitors. 400,000 tested, 0.53% active. purified Pol kappa, fluorescent DNA synthesis assay, 10 min. Q9UBT6; also: % is scaled to controls: 0 for no effect and ±100 for the full control effect
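Enzyme at 10 nM met test compounds for 15 min at room temperature. Substrate addition (50 nM final) began the reaction, which was monitored by fluorescence at 0 and 10 min.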
* marks the source's active call; other numbers are inactive results; u = inconclusive; x = no result given; [ ] = dose if it differs, or a comment. Calls follow the shape of the dose curve; as a rule, active = well fitted curve in the direction sought with a large enough effect; inconclusive = small, poorly fitted or top-dose-only effect, or another doubt; inactive = no such curve, though single readings can be large; an effect the other way counts as inactive or inconclusive. Potency is read from the fitted curve at half-maximal effect. An excerpt, so the mix of outcomes need not match the whole.

SMILES | POLB inh | POLH inh | G9a block | JMJD2A Tudor | APEX1 inh | BAZ2B inh | BLM helicase inh | Pol iota inh | Pol kappa inh
O=C(NCc1cccnc1)c1ccc(COc2ccc(Cl)cc2Cl)o1 | -3% | -16% | -6% | 12% | -5% | -2% | -5% | u | 3%
O=C(CSc1nc(-c2ccco2)cc(C(F)(F)F)n1)NCc1cccs1 | 0% | -12% | -2%[59 µM] | -24% | -1% | 0% | -4% | -6% | -7%
O=C1Cc2ccccc2C(=O)N1OCc1ccc(Cl)cc1Cl | 13% | -17% | -5% | -14% | -1% | -28% | -15% | 100%[activator] | -11%
CCOC(=O)N1CCN(c2cc(N)c([N+](=O)[O-])cc2F)CC1 | 1% | -18% | 19% | -19% | -3% | -26% | -1% | 28% | -5%
O=C(c1ccc(N2C(=O)C3C4CC(C(Br)C4Br)C3C2=O)cc1)N1CCCCC1 (stereo not given) | -6% | 1% | x | -16% | u | -27% | -3% | 13% | -11%
O=C(Nc1ccc(OCC(=O)N2CCOCC2)cc1)c1cc(F)c(F)cc1Cl | 28% | -14% | -7% | -1% | 0% | 5% | -4% | 6% | 4%
COCCN(C(=O)CCC(=O)Nc1ccccn1)C(C(=O)NCCC(C)C)c1ccc(OC)cc1 (stereo not given) | 3% | -14% | 24%[2.33 µM] | -3% | 0% | -2% | -2% | 12% | 0%
CC(C)c1ccccc1NC(=S)N1CCN(Cc2ccc3c(c2)OCO3)CC1 | 56% | -4% | -35% | -24% | 12% | u | -7% | 91%[activator] | -8%
CN1/C(=C\C=C(/C#N)C(=O)Nc2ccccc2F)C(C)(C)c2ccccc21 | 5% | -6% | -6%[59 µM] | 10% | -1% | 0% | 1% | 22% | 1%
OCCC1CN(Cc2cc3c(cc2Cl)OCO3)CCN1C1CCCC1 (stereo not given) | 15% | -5% | x | -19% | 17% | 6% | 3% | 61%[activator] | -27%
CC(C)(C)c1nc2c(C#N)c(-c3ccc(Cl)cc3)ccn2n1 | u | -4% | -7%[12.7 µM] | -1% | 5% | -1% | -10% | 6% | -2%
CCOC(=O)C1=CC[C@@H](c2cc(OC)c(OC)c(OC)c2)N(S(=O)(=O)c2ccc(C)cc2)[C@H]1C(=O)OCC | x | -5% | x | -13% | 24% | x | x | 5% | 10%
COc1ccc(C2C(=O)N(C3CCCCCC3)CC(=O)N2Cc2ccc(C)cc2)cc1OC (stereo not given) | -1% | -6% | -4%[59 µM] | -22% | x | -16% | -8% | 17% | -9%[60.1 µM]
CN(Cc1cccc2cnccc12)C(=O)c1cc(COc2ccc(F)cc2Cl)on1 | 4% | -14% | 11% | -3% | -7% | -12% | -5% | 40%[activator] | -3%
CCCCNC(=O)CNC(=O)c1nn(-c2ccc(OC)cc2)c(=O)c2ccccc12 | 16% | -2% | 13% | -6% | 4% | 4% | -2% | 16% | 8%
CCN(CC)c1ccc(C=NCCc2ccc(S(N)(=O)=O)cc2)cc1 | -1% | 2% | -9% | -3% | -2% | -12% | -1% | 2% | -19%
CC1=C(C(=O)OCc2ccccc2)C(c2ccccc2Cl)NC(=O)N1C (stereo not given) | -1% | -6% | 41% | -20% | 39% | -25% | -8% | 71%[activator] | -13%
O=C(Cc1csc2ccccc12)NCc1ccc(F)cc1 | 27% | x | 3%[59 µM] | -11% | x | -2% | 0% | u | -6%
CC(=O)Nc1ccc(S(=O)(=O)/N=C2\C(=O)c3ccccc3C([O-])=C2n2cc[n+](-c3ccccn3)c2)cc1 | u | u | u | -9% | -3% | -32% | -12% | u | 3%
COc1cc2c(cc1OC)CN(C(=O)c1sc(-c3cnccn3)nc1C)CC2 | 13% | 0% | u | -8% | 3% | -19% | -9% | 52%[activator] | -11%
Cc1cc(C(=O)CN2C(=O)c3ccccc3S2(=O)=O)c(C)n1CC1CCCO1 (stereo not given) | 15% | -12% | 50µM* | u | -7% | -34% | -8% | 15% | -2%
CCC(C)[C@H](NC(=O)NCCCN1CCOCC1)C(=O)OC (stereo not given in full) | 6% | -10% | -2%[59 µM] | -7% | 1% | -1% | 0% | -5% | -3%
CCOC(=O)c1sc2ccccc2c1OC(=O)c1ccccc1 | 18% | -20% | 47%[12.7 µM] | 49%[activator] | -6% | 80%[activator] | -6% | 14% | -10%
Cc1ccc(NC(=O)N2CCN(c3cc(-c4noc(C)n4)ccc3C)CC2)c(F)c1 | 0% | -1% | -2%[59 µM] | -28% | x | 8% | -10% | 11% | -5%[60.1 µM]

Results in POLB inh (two entries from above):
| canonical_smiles | POLB inh |
| --- | --- |
| Cc1cc(C(=O)CN2C(=O)c3ccccc3S2(=O)=O)c(C)n1CC1CCCO1 (stereo not given) | 15% |
| CCCCNC(=O)CNC(=O)c1nn(-c2ccc(OC)cc2)c(=O)c2ccccc12 | 16% |

Returning to the listing; the 4 compounds before the break are reprinted first.
SMILES | POLB inh | POLH inh | G9a block | JMJD2A Tudor | APEX1 inh | BAZ2B inh | BLM helicase inh | Pol iota inh | Pol kappa inh
Cc1cc(C(=O)CN2C(=O)c3ccccc3S2(=O)=O)c(C)n1CC1CCCO1 (stereo not given) | 15% | -12% | 50µM* | u | -7% | -34% | -8% | 15% | -2%
CCC(C)[C@H](NC(=O)NCCCN1CCOCC1)C(=O)OC (stereo not given in full) | 6% | -10% | -2%[59 µM] | -7% | 1% | -1% | 0% | -5% | -3%
CCOC(=O)c1sc2ccccc2c1OC(=O)c1ccccc1 | 18% | -20% | 47%[12.7 µM] | 49%[activator] | -6% | 80%[activator] | -6% | 14% | -10%
Cc1ccc(NC(=O)N2CCN(c3cc(-c4noc(C)n4)ccc3C)CC2)c(F)c1 | 0% | -1% | -2%[59 µM] | -28% | x | 8% | -10% | 11% | -5%[60.1 µM]
CCC(=O)Nc1cccc(NC(=S)NC(=O)c2cccs2)c1 | 22% | -9% | u | -14% | 1% | -7% | 0% | 9% | -3%
CCCC(=O)Nc1cccc(NC(=O)c2ccc3c(c2)OCCO3)c1 | 4% | 3% | -5%[12.7 µM] | -18% | 10% | -34% | -6% | 5% | 6%
COc1cc(/C=C2/C(=N)N3N=C(C)SC3=NC2=O)ccc1OS(=O)(=O)c1ccc(C)cc1 | -3% | -17% | 18% | -8% | 39%[activator] | -2% | -5% | u | -4%
CC(=O)c1cccc(Nc2ccc3cc(S(=O)(=O)N4CCC(C)CC4)ccc3n2)c1 | 0% | -26% | 2%[59 µM] | -11% | x | 10% | -12% | -28% | -6%
CC(c1n[nH]c(=S)n1-c1ccc(F)cc1)N1CCCCC1 (stereo not given) | 0% | -10% | 35µM* | u | -2% | -3% | 0% | 158%[activator] | 1%
COC(=O)C1=C(C)NC(=O)NC1c1ccc2c(c1)OCO2 (stereo not given) | 7% | -19% | 25% | -3% | 24% | -15% | -3% | 16% | -3%
COc1ccc(-n2cc(CNC(C)c3ccncn3)c(-c3cccc(F)c3)n2)cc1 (stereo not given) | 14% | -14% | x | -18% | 24% | u | -18% | -4% | 3%
O=C(CC1CCCCC1)NCc1ccco1 | -13% | -3% | -3% | -9% | 3% | -11% | -5% | 4% | 0%
O=C(O)Cc1ccc(Oc2ncc(C(F)(F)F)cc2Cl)cc1 | -21% | -4% | -17% | 0%[11.4 µM] | -9% | -16% | -1% | 79%[activator] | 2%
Cc1ccc(NC(=O)CN(C)C(=O)Cn2ccsc2=N)cc1 | 21% | -5% | 12% | -10% | 13% | 0% | -6% | 34%[activator] | -3%
NS(=O)(=O)c1ccc(NC(NC(=O)c2cccnc2)C(Cl)(Cl)Cl)cc1 (stereo not given) | 39% | -3% | u | -9% | 3% | 6% | 2% | -9% | -6%
N#Cc1ccc2c(c1)N(CCCN1CCC(O)CC1)c1ccccc1S2 | x | x | -12%[2.33 µM] | x | 0% | x | 0% | x | -3%[60.1 µM]
O=C(CN1C(=O)c2cccc([N+](=O)[O-])c2C1=O)NCc1ccccc1 | 10% | -5% | 7% | 6% | 62% | -4% | 1% | 10% | 11%
CCOC(=O)c1c(NC(=O)CSC2=NN3CCCC(=O)N=C3S2)sc2c1CCCCC2 | u | -9% | 15% | -21% | -7% | -7% | -2% | -16% | 0%
O=C(CSCc1ccccc1Cl)N/N=C/c1ccco1 | u | -13% | -16% | -19% | -2% | -33% | 2% | 21% | -11%
CCCN1C(=O)SC(CC(=O)Nc2ccccc2C)C1=O (stereo not given) | 39% | 2% | -6%[59 µM] | 1% | -4% | 0% | 4% | 7% | -12%
COC(=O)CNC(=O)c1ccc(F)cc1 | 11% | -17% | x | 4% | 16% | -1% | -4% | 170%[activator] | 4%
C=CCn1c(SCc2ccc(C#N)cc2)nnc1-c1cccc(Cl)c1 | 1% | -21% | 26%[12.7 µM] | 18% | -10% | -4% | -6% | 0% | -5%
CCN(Cc1ccccc1)C(=O)CN1C(=O)COc2ccc(S(=O)(=O)N(CC)CC)cc21 | -2% | -9% | 0%[59 µM] | -17% | x | -10% | 1% | -13% | -15%
CCNC(=S)Nc1ccc(N(c2ccccc2)C(C)C)cc1 | 7% | -19% | u | u | 0% | -36% | -10% | 5% | -12%
